TcdB GH inh = TcdB glycohydrolase inhibitors, primary screen, biochemical, single point, plate reader | TcdB glycohydrolase enzymatic assay | inhibition, % at 9.99 µM | 350,000 tested, 0.24% active | AID 652162, 2013; in the data active means inhibition above about 10%
Target sequence (P18177 whole entry, looked up): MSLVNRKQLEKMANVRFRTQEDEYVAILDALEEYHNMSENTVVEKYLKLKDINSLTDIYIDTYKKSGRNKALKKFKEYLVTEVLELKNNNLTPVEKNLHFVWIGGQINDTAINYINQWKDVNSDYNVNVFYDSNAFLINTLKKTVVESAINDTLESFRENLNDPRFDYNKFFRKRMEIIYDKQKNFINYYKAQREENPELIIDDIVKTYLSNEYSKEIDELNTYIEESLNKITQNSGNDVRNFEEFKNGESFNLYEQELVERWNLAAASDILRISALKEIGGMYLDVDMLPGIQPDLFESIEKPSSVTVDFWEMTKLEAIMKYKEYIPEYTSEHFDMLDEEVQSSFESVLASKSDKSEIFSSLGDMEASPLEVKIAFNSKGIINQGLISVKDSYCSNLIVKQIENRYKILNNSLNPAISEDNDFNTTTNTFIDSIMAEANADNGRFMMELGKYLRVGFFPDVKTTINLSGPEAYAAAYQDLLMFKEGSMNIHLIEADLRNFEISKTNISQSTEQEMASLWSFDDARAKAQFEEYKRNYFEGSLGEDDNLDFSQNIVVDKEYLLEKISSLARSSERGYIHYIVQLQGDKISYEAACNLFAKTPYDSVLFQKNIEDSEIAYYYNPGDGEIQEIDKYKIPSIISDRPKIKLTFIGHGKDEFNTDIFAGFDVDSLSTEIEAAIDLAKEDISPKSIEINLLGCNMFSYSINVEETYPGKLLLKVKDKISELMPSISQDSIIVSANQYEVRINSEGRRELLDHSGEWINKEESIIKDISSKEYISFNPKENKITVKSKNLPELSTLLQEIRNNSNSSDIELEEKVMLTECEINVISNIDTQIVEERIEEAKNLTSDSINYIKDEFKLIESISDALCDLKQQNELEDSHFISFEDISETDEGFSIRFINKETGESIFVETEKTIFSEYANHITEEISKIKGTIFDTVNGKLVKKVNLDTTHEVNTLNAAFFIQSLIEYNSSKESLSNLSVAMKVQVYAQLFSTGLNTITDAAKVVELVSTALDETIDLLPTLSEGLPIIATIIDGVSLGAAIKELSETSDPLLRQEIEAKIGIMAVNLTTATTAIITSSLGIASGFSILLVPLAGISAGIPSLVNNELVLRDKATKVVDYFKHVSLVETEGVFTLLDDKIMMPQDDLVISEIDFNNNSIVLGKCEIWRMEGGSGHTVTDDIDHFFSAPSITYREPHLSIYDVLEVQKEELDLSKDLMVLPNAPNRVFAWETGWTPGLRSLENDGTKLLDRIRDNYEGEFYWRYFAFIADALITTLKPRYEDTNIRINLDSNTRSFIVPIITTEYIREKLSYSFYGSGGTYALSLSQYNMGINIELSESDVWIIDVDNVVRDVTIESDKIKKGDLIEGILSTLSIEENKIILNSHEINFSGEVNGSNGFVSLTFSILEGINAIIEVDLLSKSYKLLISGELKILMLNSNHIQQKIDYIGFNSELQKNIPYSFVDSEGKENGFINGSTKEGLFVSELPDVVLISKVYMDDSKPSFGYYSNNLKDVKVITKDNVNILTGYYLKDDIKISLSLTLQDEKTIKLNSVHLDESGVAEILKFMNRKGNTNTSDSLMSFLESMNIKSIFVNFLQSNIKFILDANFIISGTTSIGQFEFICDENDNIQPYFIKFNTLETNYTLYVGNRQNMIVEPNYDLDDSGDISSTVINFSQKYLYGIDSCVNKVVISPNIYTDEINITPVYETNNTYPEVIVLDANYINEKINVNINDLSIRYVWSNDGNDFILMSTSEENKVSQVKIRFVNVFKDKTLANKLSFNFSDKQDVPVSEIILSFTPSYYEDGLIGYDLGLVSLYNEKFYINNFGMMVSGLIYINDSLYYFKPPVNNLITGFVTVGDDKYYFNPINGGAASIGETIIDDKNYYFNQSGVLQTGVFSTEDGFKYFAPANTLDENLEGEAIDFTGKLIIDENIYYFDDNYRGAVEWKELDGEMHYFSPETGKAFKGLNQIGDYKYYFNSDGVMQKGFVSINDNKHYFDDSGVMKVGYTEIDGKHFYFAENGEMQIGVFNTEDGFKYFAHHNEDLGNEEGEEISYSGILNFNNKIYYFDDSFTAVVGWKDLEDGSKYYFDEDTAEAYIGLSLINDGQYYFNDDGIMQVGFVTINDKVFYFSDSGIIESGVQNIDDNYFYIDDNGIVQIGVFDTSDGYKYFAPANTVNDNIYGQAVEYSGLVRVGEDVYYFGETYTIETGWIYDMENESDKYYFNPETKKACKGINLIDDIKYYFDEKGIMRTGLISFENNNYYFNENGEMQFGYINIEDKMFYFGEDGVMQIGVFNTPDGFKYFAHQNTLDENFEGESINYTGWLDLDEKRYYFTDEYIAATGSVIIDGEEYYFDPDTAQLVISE
BoNT-A LC inh2 = BoNT/A light chain protease inhibitors, primary screen, biochemical, flow cytometry, MLPCN library; Botulinum neurotoxin type A light chain protease (Clostridium botulinum A str. ATCC 3502); 360,000 tested, 0.17% active; AID 588499, 2011; inhibition, % at 10 µM; multiplex microsphere protease substrate cleavage; further: plate controls were buffer without enzyme for full effect and enzyme alone for no effect
Y pestis TopoI = Yersinia pestis topoisomerase I inhibitors, primary screen, biochemical, cleavage product accumulation, plate reader, single point; DNA topoisomerase I (Yersinia pestis CO92); Y. pestis Topo-I cleavage product accumulation; activity, % at 10 µM; 360,000 tested, 0.064% active; AID 504884, 2011; in the data active means activity above about 50%, passing the limit was not always enough; inconclusive means no clear call, values can overlap the other calls; further: inactives centre near 2
PfHsp40 rescue = rescue of yeast from PfHsp40 toxicity, primary screen, S. cerevisiae, ATP luminescence | S. cerevisiae expressing PfHsp40, growth rescue | growth rescue, % at 12.5 µM | 340,000 tested, 0.68% active; in the data active means growth rescue above about 28%, passing the limit was not always enough; inconclusive means no clear call, values can overlap the other calls;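 further: yeast W303a lacking pdr1 and pdr3 grown in galactose medium; growth measured after three days at 30 °C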
CCHFV vOTU inh = CCHFV vOTU protease inhibitors, primary screen, biochemical, Pep-AMC substrate, fluorescence; inhibition, % at 11.5 µM; 370,000 tested, 0.55% active; Crimean-Congo hemorrhagic fever virus L polyprotein viral ovarian tumor (vOTU) protease …; in the data active means inhibition above about 30%; further: 0% = vehicle wells with enzyme and 100% = no enzyme wells
DUSP3 inh = VHR1 phosphatase inhibitors, primary screen, biochemical, absorbance, uHTS | recombinant VHR phosphatase, pNPP absorbance | inhibition, % at 13.3 µM | Dual specificity protein phosphatase 3 (Homo sapiens), P51452 | 290,000 tested, 0.52% active; in the data active means inhibition above about 50%; further: some compounds called inactive have numbers as strong as hits
Anthrax LF prot = Bacillus anthracis LF protease inhibitors, primary screen, biochemical, multiplex microsphere, MLPCN library. 360,000 tested, 0.12% active. multiplex microsphere protease cleavage assay. inhibition, % at 10 µM; further: plate controls were buffer without enzyme for full effect and enzyme alone for no effect
SARS 3CLpro inh = SARS-CoV 3CLpro protease inhibitors, primary screen, biochemical, quenched FRET; inhibition, % at 6 µM; 290,000 tested, 0.14% active; recombinant SARS-CoV 3CLpro, quenched FRET peptide cleavage; AID 1706, 2009; Replicase polyprotein 1ab (Severe acute respiratory syndrome coronavirus), P0C6X7; in the data active means inhibition above about 12%
SSB-PriA inh = inhibitors of Klebsiella pneumoniae PriA binding to SSB C-terminal tail, primary screen, biochemical, AlphaScreen. PriA–SSB C-terminal tail interaction (Klebsiella pneumoniae). AlphaScreen SSBct-PriA binding, biotinylated peptide. inhibition, % at 33 µM. 430,000 tested, 0.6% active. AID 1272365, 2023; in the data active means inhibition mostly above about 37%, no sharp cut-off; inactive means mostly below about 20%;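 further: plate controls were negative control peptide for no effect and reference peptide for full effect; strong numbers were not always called active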
BH1578 lux ind = inducers of Vibrio cholerae quorum light production without autoinducers, primary screen, BH1578 luxS cqsA deficient, single point; AID 588436, 2011; V. cholerae BH1578 lux reporter, luminescence, 6 h; 350,000 tested, 0.16% active; activation, % at 18.7 µM; in the data active means activation mostly above about 9.7%, no sharp cut-off; inconclusive means no clear call, values can overlap the other calls; inactive means mostly below about 3.7%; further: not every result past the cut was called active; inactives centre near 0; reference of the scale not given here
* marks the source's active call; other numbers are inactive results; i = inactive; ? = inconclusive; / = no result given; & = joins results of further samples. Unless noted, no stated cut-off is given here; in the data, active means inhibition above about 30%; inconclusive means no clear call, values can overlap the other calls; inactive means below that.

SMILES	TcdB GH inh	BoNT-A LC inh2	Y pestis TopoI	PfHsp40 rescue	CCHFV vOTU inh	DUSP3 inh	Anthrax LF prot	SARS 3CLpro inh	SSB-PriA inh	BH1578 lux ind
COc1ccc(-c2ccc3c(c2)S(=O)(=O)c2cccc(C(=O)NCc4cc(C)oc4C(F)(F)F)c2C3=O)cc1OC	/	-0.3	1.6	-0.5	/	/	-1.0	/	-8.8	-1.4
COc1ccc(NS(=O)(=O)c2ccc(C)c(C(=O)NNC(=O)c3csc(N4CCOCC4)n3)c2)cc1	-2.9	0.0	-5.9	7.6	17.0	/	-3.7	/	2.0	-1.3
Cc1ccc(C(C)C)c(OCC(=O)Nc2ccccc2N2CCN(C)CC2)c1	/	-0.3	1.7	-0.5	10.4	-7.5	-2.6	-1.3	34.8	-0.5
Cc1occc1C(=O)Nc1ccc2c(c1)OCCO2	/	?	4.3	-1.0	-7.4	-11.1	-7.5	4.9	-14.3	i
Cc1ccc(N(CC(=O)NCC2CCCO2)C(=O)CNS(=O)(=O)c2ccc(Cl)cc2)cc1 (stereo unspecified)	-0.8	0.7	18.8	0.5	1.7	7.4	5.8	1.3	-9.0	-0.6
CCOc1ccc(CCNC(=O)CCc2nnc3ccc(N4CCCC4)nn23)cc1OCC	1.2	-0.2	6.4	0.0	0.9	21.2	0.3	1.6	0.6	-0.2
NCCc1nnc(SCc2c(Cl)cccc2Cl)o1	0.2	-1.1	-4.6	0.0	-2.9	13.1	-7.8	4.7	1.3	i
Cc1ccc(NS(=O)(=O)c2c(C)nc3sccn3c2=O)cc1C	1.6	-0.3	-4.6	0.0	-0.2	13.4	-6.2	-1.9	-7.0	-0.2
C=CCn1c(O)c(C(C)=O)c(=O)[nH]c1=O (tested in a mixture with another compound)	0.1	-1.0	3.7	-1.5	-5.5	-8.5	-3.7	-1.5	/	-0.5
Cc1ccccc1-c1c(C)oc2cc(O)ccc2c1=O	/	0.4	3.2	-0.2	-125.0	1.5	1.4	3.0	4.1	1.7
Cc1n(Cc2ccccc2)c2cc([N+](=O)[O-])ccc2[n+]1Cc1ccccc1	1.5	-9.2	3.6	4.7	2.3	-7.4	-15.4	1.6	-20.0	i
CC1=NN(Cc2c[nH]c3ccccc23)C(C)(C)C1	-0.3	-0.2	-1.3	-0.3	-6.8	-2.8	-1.4	5.0	-8.9	-0.6
Cc1ccc(NC(=O)CC2S/C(=N/c3nccs3)N(C)C2=O)cc1C (stereo unspecified)	/	0.5	4.3	17.5	14.7	7.8	-7.8	3.5	/	-3.6
O=C(O)c1nc(N2CCOCC2)nc(N2CCOCC2)n1	0.2	-0.2	6.5	-0.6	-14.7	30.8	8.2	0.1	-8.6	i
Cc1ccc(OCC(=O)N2CCCC(CCC(=O)N(C)CCc3ccccn3)C2)cc1 (stereo unspecified)	0.9	0.1	8.0	-0.5	6.2	16.4	-0.7	1.3	-4.0	-0.3
Cc1ccc(C)c(NC(=O)CNS(=O)(=O)c2ccccc2)c1	/	?	11.4	0.6	0.4	-8.6	-1.2	-5.8	-14.2	i
CN(CC(=O)Nc1cccc(F)c1)C(=O)c1cc([N+](=O)[O-])ccc1N1CCCCC1	0.4	-1.0	-4.2	-0.7	8.3	/	1.1	/	6.3	i
COc1ccc(Cc2nc3ccc(C(=O)N(C)Cc4cc(C)[nH]n4)cc3o2)cc1OC	1.8	-1.3	3.8	0.7	12.6	5.3	1.9	0.2	-8.0	-0.7
CC(Cc1nnc(N)s1)c1ccccc1 (stereo unspecified)	-0.2	-0.1	-3.2	0.6	7.7	-16.2	10.0	-3.5	-8.5	-0.8
CNC(=O)C12CC3CC(CC(Cl)(C3)C1)C2	/	0.1	-4.7	-0.9	-4.3	4.0	0.8	-0.3	-0.4	-0.4
COc1cccc(/C=N/NC(=O)C(=O)NCc2ccco2)c1O	/	?	-1.4	-1.1	-0.6	6.5	-0.6	-4.5	/	0.0
COc1cc(OC)c(NC(=O)CCNS(=O)(=O)c2cc(Br)cnc2N)cc1Cl	/	0.9	-2.2	0.7	8.1	7.2	-1.1	-1.1	-19.4	3.8
CC(Sc1cccc[n+]1[O-])C(=O)Nc1ccc([N+](=O)[O-])cc1Cl (stereo unspecified)	0.7	-2.6	1.7	-0.5	1.7	-1.1	1.2	-0.7	-9.0	12.7
O=C(NCCOc1ccccc1)C(c1ccccc1)c1ccccc1	/	0.7	6.2	1.1	6.7	6.8	-0.4	1.6	-4.2	1.0
O=C1N=C(N2CCN(c3ccccc3)CC2)S/C1=C/c1cccs1	0.4	0.6	24.0	9.5	16.2	19.2	0.2	0.5	16.3	i

Some of the entries so far, with bars between the fields:
smiles | TcdB GH inh | BoNT-A LC inh2 | Y pestis TopoI | PfHsp40 rescue | CCHFV vOTU inh | DUSP3 inh | Anthrax LF prot | SARS 3CLpro inh | SSB-PriA inh | BH1578 lux ind
Cc1ccc(C(C)C)c(OCC(=O)Nc2ccccc2N2CCN(C)CC2)c1 | / | -0.3 | 1.7 | -0.5 | 10.4 | -7.5 | -2.6 | -1.3 | 34.8 | -0.5
C=CCn1c(O)c(C(C)=O)c(=O)[nH]c1=O (tested in a mixture with another compound) | 0.1 | -1.0 | 3.7 | -1.5 | -5.5 | -8.5 | -3.7 | -1.5 | / | -0.5
CN(CC(=O)Nc1cccc(F)c1)C(=O)c1cc([N+](=O)[O-])ccc1N1CCCCC1 | 0.4 | -1.0 | -4.2 | -0.7 | 8.3 | / | 1.1 | / | 6.3 | i

The listing picks up, starting 2 compounds before the break.
SMILES	TcdB GH inh	BoNT-A LC inh2	Y pestis TopoI	PfHsp40 rescue	CCHFV vOTU inh	DUSP3 inh	Anthrax LF prot	SARS 3CLpro inh	SSB-PriA inh	BH1578 lux ind
O=C(NCCOc1ccccc1)C(c1ccccc1)c1ccccc1	/	0.7	6.2	1.1	6.7	6.8	-0.4	1.6	-4.2	1.0
O=C1N=C(N2CCN(c3ccccc3)CC2)S/C1=C/c1cccs1	0.4	0.6	24.0	9.5	16.2	19.2	0.2	0.5	16.3	i
O=C(CNS(=O)(=O)c1cccs1)N1CCCCC1	0.5	0.3	3.8	0.9	-16.7	33.9	0.1	1.4	-8.4	-0.2
OCCOCCOc1cccc2[nH]ccc12	1.3	-0.7	-13.6	0.4	-1.9	9.6	-8.9	1.7	-5.3	i
CCOc1ccc(CN=C(N)N=C(N)N)cc1Cl	/	0.6	-7.2	1.0	19.2	24.5	-3.5	0.0	8.7	3.3
Cn1c(=S)[nH]c(=O)c2ncc(=O)[nH]c21	1.0	-0.4	-1.3	0.4	11.3	6.5	0.7	1.1	-13.5	-0.1
O=C(CSc1ncccn1)NN=C1CCCCCC1	/	0.2	-7.3	-1.1	-13.8	17.0	-1.0	5.1	0.6	-0.2
CC(Oc1cc(Cl)ccc1Cl)C(=O)N/N=C\c1ccnn1C (stereo unspecified)	/	0.2	0.6	-1.1	1.6	1.7	-0.2	0.6	/	-0.3
CCOC(=O)C1=C(c2ccccc2)NC(SC)=C(C#N)C1c1ccco1 (stereo unspecified)	2.9	?	-0.3	0.1	-1.0	22.6	-3.4	1.9	-33.0	i
CC(C)N1CC(O)=C(c2ccccc2)C1=N	-1.1	-0.6	-5.4	-0.6	11.9	17.3	-2.4	-2.4	-4.2	-0.4
O=C(Cn1nc(-c2ccc(Cl)cc2)ccc1=O)NCCCN1CCN(Cc2ccccc2)CC1	0.7	-0.7	13.0	0.5	2.8	16.2	-0.7	1.0	-4.9	-0.2
O=C(Nc1ccc2c(c1)OCO2)c1ccc(=O)[nH]n1	0.0	-0.5	-1.5	-0.2	-17.0	7.4	-6.4	0.3	-2.2	i
COc1ccc(CCNC(=O)C2CCN(C(=O)c3ccc(C(C)(C)C)cc3)CC2)cc1OC	0.1	-1.2	4.4	0.9	12.5	3.5	-13.7	2.2	6.1	0.6
CC(=O)OCCn1c(=O)c2cc3c(=O)n(CCOC(C)=O)c(=O)c3cc2c1=O	/	-1.0	-3.1	0.2	15.6	5.0	2.8	-2.1	-5.6	10.0
O=C(Nc1nncs1)c1ccccc1NS(=O)(=O)c1cccs1	/	0.1	-0.9	-1.0	-35.7	2.4	4.6	3.9	0.6	i
O=C(NCc1ccc(Cl)cc1)C(=O)NCC1OCCN1S(=O)(=O)c1cc(F)ccc1F (stereo unspecified)	0.7	-0.8	1.7	-0.8	8.3	9.6	1.1	-5.8	-4.9&-7.0	i
Cc1ccc(C(=O)O)cc1NC(=O)CSc1ncnc2sc3c(c12)CCC3	-0.9	-0.6	2.4	-1.7	-8.3	31.3	-16.4	-2.4	3.2	-0.6
CCOc1ccccc1Nc1nnc(SCC(=O)Nc2cccc(S(=O)(=O)NC3=NCCCCC3)c2)s1	/	-1.5	13.0	1.2	0.8	4.5	-6.7	1.8	-4.0	i
O=C(NCc1ccccc1)c1c[nH]c2ccc(S(=O)(=O)Nc3ccc4c(c3)OCCO4)cc2c1=O	/	0.5	7.3	0.3	7.8	39.3	-7.5	-0.3	9.4	i
CN(C)C(=O)Oc1ccc([N+](=O)[O-])cc1	0.2	0.0	1.5	-1.0	-13.4	19.9	-2.6	1.6	13.3	-0.3
COc1ccc(-c2cc(C(=O)N3CCN(Cc4ccccc4)CC3)no2)cc1OC	/	0.6	4.5	0.2	-8.6	1.8	-2.3	0.4	-6.8	-0.4
COc1ccccc1N1CCN(C(=O)CCS(=O)(=O)c2ccc3c(c2)oc(=O)n3C)CC1	2.5	-1.0	2.0	-0.6	12.7	-5.0	-0.5	-1.6	-2.3	-0.5
CCOc1ccccc1-c1noc(CCCC(=O)NC2CCCCC2)n1	0.6	-0.3	3.5	-0.7	9.5	27.7	2.0	-2.8	-1.7	i
CCC(C)CCN1C(Nc2ccccc2)=NC[C@@H]1Cc1ccccc1 (stereo partly specified)	-6.7	-0.2	9.2	0.5	14.9	36.0	1.3	-4.0	-2.4	i
Cc1ccc(NC(=O)COC(=O)c2ccc(C)c(S(=O)(=O)N3CCOCC3)c2)cc1	0.0	-4.8	9.9	-0.6	-0.9	/	-10.3	/	-1.9	i
CCOC(=O)c1c(-c2ccc(F)cc2)csc1NC(=O)C1CC=CCC1C(=O)O (stereo unspecified)	1.0	-0.2	6.9	1.5	15.6	33.4	-0.6	-0.6	3.0	-0.3
CC1(C(=O)NS(=O)(=O)c2cccc(C#N)c2)CCN1C(=O)CC1CC1 (stereo unspecified)	1.5	-0.5	1.2	/	14.1	/	-2.6	/	/	1.2
COc1ccc(N2C(=O)c3cc4ccccc4cc3C2=O)cc1	0.2	-0.2	4.7	-0.2	-6.8	20.7	17.7	-1.8	-13.1	i
Cc1nc2ccccc2n1S(=O)(=O)c1ccc(Br)cc1	/	-0.8	-0.9	-0.7	4.2	-1.5	1.2	2.3	-14.0	-0.1
O=C(Nc1ccnn1C1CCN(C(=O)c2ccc(F)cc2)CC1)C1CCOC1 (stereo unspecified)	0.7	1.4	0.7	?	4.9	4.4	0.6	1.4	-2.4	i

An excerpt. The share of hits here may be higher or lower than overall.
